# High-throughput results from PubChem BioAssay.
# Xi reactivation = activators of inactive X chromosome reactivation, primary screen, imaging, XiGFP fibroblasts, GFP high-content imaging, set 2; XiGFP mouse fibroblasts, % GFP-positive cells imaging, 3 d; cells co-treated with 5-aza-dC sensitizer; scaled so ellipticine positive control = 100%; activation, % at 7.58 µM; AID 743238, 2013; 360,000 tested, 0.055% active;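 active means mean normalized replicate activation at least 10% and every replicate at or above 10%; inconclusive means only one of the two criteria met; inactive means mean below 10% and not all replicates reach 10%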;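 further: 0% = median of on-plate neutral control wells and 100% = ellipticine 6 µM median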
#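 Assay system: SV40-immortalized XiGFP fibroblast cells, line 68-5-11; buffer or medium: DMEM plus 5-aza-dC sensitizer; compound: one concentration, pinned; timing: compounds 3 days, fix/stain 15 min at room temperature; benchmarks: positive control ellipticine, 6 µM final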
# PGC1a acetyl inh = inhibitors of PGC1a acetylation signal, primary screen, cell-based, U2OS, AlphaScreen, inhibitor mode; AlphaScreen anti-acetyl-lysine; with virally co-expressed GCN5 acetyltransferase; inhibition, % at 15.6 µM; 350,000 tested, 0.17% active;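 active means every replicate shows inhibition of at least 40%; inconclusive means mean inhibition at least 40% but some replicate below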;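 further: 0% = neutral control wells and 100% = positive control wells; some results beyond the cut were filed as inactive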
# Statin myotox sup = suppressors of statin myotoxicity in C2C12 myotubes, primary screen, cell-based, single point, plate reader. AID 602340, 2012. rescue of ATP level, % at 7.49 µM. C2C12 myotubes + simvastatin, ATP luminescence, 48 h; scaled: DMSO 0, geranylgeraniol control 100. 330,000 tested, 0.78% active;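 active means mean ATP rescue above about 67%, or every replicate alone reaching that limit, limit read from the data, passing the limit was not always enough; inconclusive means no clear call, values can overlap the other calls; inactive means mean under the limit and some replicate under it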;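 further: myotubes were challenged with 10 µM simvastatin during compound exposure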
# ERAP1 inh = human ERAP1 aminopeptidase inhibitors, primary screen, biochemical, single point, plate reader; Endoplasmic reticulum aminopeptidase 1 (Homo sapiens), Q9NZ08; recombinant ERAP1, Leu-AMC fluorescence, 60 min; inhibition, % at 10.7 µM; 340,000 tested, 0.15% active;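 active means mean replicate inhibition of at least 30%, or all replicates individually reaching that 30% level; inactive means mean below 30% and not every replicate reaching it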;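 further: 0% = neutral control wells and 100% = L-leucinethiol positive control wells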
# Cneo AK release = Cryptococcus neoformans cell lysis inducers, primary screen, AK release luminescence, single concentration; 360,000 tested, 0.2% active; lysis activity, % at 15 µM; C. neoformans lysis, adenylate kinase release luminescence, 4 h; normalised: neutral wells 0, clomiphene wells 100;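 active means mean lysis activity across replicates of at least 80%, whatever share of replicates individually reach that level; inactive means mean lysis activity below 80%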
#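 read-out = cell lysis signal | test system = log-phase Cryptococcus neoformans yeast cells | input = cells at 5 × 10^6 per mL | medium = fresh YPD growth medium | signal = luminescent adenylate kinase detection reagent | timing = 4 h at 37 °C static, read 1 h later | dosing = single dose | controls = Clomiphene as positive lysis control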
# LGR2 inh = inhibitors of bursicon-induced LGR2 CRE-luciferase signal, primary screen, cell-based, HEK293, CRE-luciferase reporter, bursicon stimulation; 380,000 tested, 0.35% active; inhibition, % at 9.99 µM; Drosophila bursicon receptor LGR2 (rickets); bursicon-stimulated, 4 h;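 active means drop in luminescence signal, shown as inhibition above about 50% in the replicate tests, limit read from the data, passing the limit was not always enough; inconclusive means probably only some replicates passing the limit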;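 further: agonist challenge used bursicon conditioned medium at about half maximal strength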
# SIRT5 block = SIRT5 desuccinylase inhibitors, primary screen, biochemical, fluorescence imaging, single point, set 5 | Purified SirT5, succinyl-peptide AMC, trypsin-coupled fluorescence | inhibition, % at 15 µM | 330,000 tested, 1.1% active | NAD-dependent protein deacylase sirtuin-5, mitochondrial (Homo sapiens), Q9NXA8; in the data active means inhibition above about 15%; inconclusive means no clear call, values can overlap the other calls
# Target sequence (Q9NXA8 whole entry, looked up): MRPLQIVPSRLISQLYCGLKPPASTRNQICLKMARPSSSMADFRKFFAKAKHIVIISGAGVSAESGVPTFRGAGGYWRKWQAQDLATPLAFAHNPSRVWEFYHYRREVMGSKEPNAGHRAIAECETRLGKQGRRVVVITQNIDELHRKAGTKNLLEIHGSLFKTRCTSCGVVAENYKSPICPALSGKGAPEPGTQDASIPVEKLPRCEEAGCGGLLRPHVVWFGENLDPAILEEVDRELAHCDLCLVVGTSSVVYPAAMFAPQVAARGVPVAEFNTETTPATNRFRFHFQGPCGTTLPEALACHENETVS
# S100A4 inh HTS = inhibitors of S100A4-myosin IIA peptide binding, primary screen, biochemical, fluorescence polarization, TAMRA-MyoIIA peptide. 360,000 tested, 0.14% active. inhibition, % at 10.7 µM;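 active means mean inhibition of at least 70% across replicates, with every replicate also reaching that level; inconclusive means mean inhibition reaches 70% but some replicates fall short; inactive means mean inhibition below 70%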
# Target sequence (P26447 whole entry, looked up): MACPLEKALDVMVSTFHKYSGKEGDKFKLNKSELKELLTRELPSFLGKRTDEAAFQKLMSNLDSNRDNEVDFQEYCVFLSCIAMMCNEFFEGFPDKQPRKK
#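 Material: S100A4 monomer protein / Buffer or medium: 50 mM HEPES pH 7.2, 10 mM CaCl2, 100 mM KCl / Times: 5 min incubation before reading / Benchmarks: neutral control DMSO, positive control TFP / Reagent: labelled myosin peptide probe, 5 nM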
# * = called active by the depositor; ? = inconclusive; nt = no result given; & = joins results of further samples. Only part of the results is shown (hit frequency here may not be typical).
# Order of results – Xi reactivation	PGC1a acetyl inh	Statin myotox sup	ERAP1 inh	Cneo AK release	LGR2 inh	SIRT5 block	S100A4 inh HTS
- O=C(NC1CCCC1)[C@@H]1[C@@H](CO)[C@@H]2Cn3c(cccc3=O)[C@@H]2N1C(=O)NC1CCCC1
    0.0	nt	-6	-1	0	0	1	-2
- C[C@H]1CN([C@@H](C)CO)C(=O)CCCn2nncc2CO[C@H]1CN(C)C(=O)Nc1ccc(C(C)(C)C)cc1
    0.1	-10	-6	1	-4	6	0	-35
- CC1(C(=O)NCc2ccc3c(c2)OCO3)CCN1C(=O)CCc1ccc(Cl)cc1Cl (stereo unspecified)
    -0.1	-11	10	0	0	21	13	6
- COc1ccccc1-c1cnc2c(c1)C(=O)N([C@H](C)CO)C[C@@H](C)[C@H](CN(C)C)O2
    0.1	-4	-11	0	-6	12	0	-10
- Cc1ccc(S(=O)(=O)N2C[C@@H]3N[C@H](C2)C3c2ccc(/C=C/c3ccccc3)cc2)cc1 (stereo partly specified)
    0.0&0.0	-37&-34	nt	-1&1	nt	27&0	4&-2	?
- CCNC(=O)C1(C)CCN(C(=O)c2ccc(F)c(Cl)c2)C1 (stereo unspecified)
    0.0	nt	-9	-2	1	10	0	2
- COC(=O)CSc1nnc(CNS(=O)(=O)c2ccc(C)cc2)n1C
    nt	-5	3	nt	-1	-4	nt	nt
- Cc1ccc(S(=O)(=O)N(C)c2nc3ccccc3[nH]c2=S)cc1
    -0.2	2	nt	-2	nt	-1	-1	-5
- COc1cccc(NC(=S)N(CCCN2CCOCC2)C(C)c2cc3cccc(OC)c3o2)c1 (stereo unspecified)
    0.0	-2	1	-1	-1	2	-9	-2
- CC1Cc2ccccc2N1C(=O)Cn1c(=O)oc2cc(S(=O)(=O)NC3CCCC3)ccc21 (stereo unspecified)
    -0.1	-2	17	-5	3	14	-3	-4
- O=C(C[C@@H]1CC[C@@H]2[C@H](COC[C@H](O)CN2Cc2ccc(C(F)(F)F)cc2)O1)NCCc1ccccc1
    -0.1	-2	?	0	0	8	1	3
- CCSc1nc2sc3c(c2c(=O)[nH]1)CC(C)(C)OC3
    0.2	2	7	0	0	1	4	-1
- O=C(c1ccc(NS(=O)(=O)c2ccc(F)cc2)cc1)N1CCN(c2ccccc2O)CC1
    0.0	nt	nt	4	1	4	-3	4
- Cc1ccc(NC(=O)c2cc(NC(=O)CCC(=O)O)ccc2N2CCCCC2)cc1
    nt	4	53	1	2	7	15	-3
- COC(CNC(=O)C1CCCN(S(=O)(=O)c2ccc3c(c2)oc(=O)n3C)C1)OC (stereo unspecified)
    0.0	3	14	-1	2	-19	-3	12
- C[C@@H]1CN([C@H](C)CO)C(=O)c2cc(NC(=O)Nc3cccc4ccccc34)ccc2O[C@@H]1CN(C)S(=O)(=O)c1ccccc1
    -1.4	2	-38	0	-2	9	8	-15
- Clc1cccc(CN2C3=NCCCN3c3ccccc32)c1
    0.0	-8	-9	-3	5	12	-4	-5
- O=c1[nH][nH]c2ccccc2c1=O
    0.0	9	nt	-7	-1	4	-6	6
- COc1ccc(CNC(=O)N(C)C[C@@H]2OCc3ccccc3-c3ccccc3C(=O)N([C@@H](C)CO)C[C@H]2C)cc1
    0.3	2	nt	2	-2	12	0	-4
- Cc1cnc(=O)[nH]c1SCc1ccccc1F
    0.8	1	-1	-2	-1	9	3	1
- CCCC#Cc1cnc2c(c1)C(=O)N([C@@H](C)CO)C[C@@H](C)[C@H](CN(C)C(=O)Cc1ccncc1)O2
    -0.9	3	0	0	0	6	-1	12
- CC(C)C#Cc1ccc([C@H]2[C@@H](CO)N(C(=O)C3CC3)[C@H]2CNC(=O)C2CC2)cc1
    0.0	nt	nt	1	nt	14	7	-12
- CCCN(C)C[C@@H]1OCCCC[C@H](C)Oc2ccc(NC(=O)Nc3ccc(F)cc3)cc2C(=O)N([C@@H](C)CO)C[C@@H]1C
    -0.1	23	40	0	9	-5	0	-4
- CC(C)C(NC(=O)c1ccco1)C(=O)NCc1ccc(C(=O)O)cc1 (stereo unspecified)
    0.4	26	-11	1	-1	-1	-4	0
- O=C(Nc1ccc(F)cc1F)c1ccc2ncsc2c1
    0.0	nt	1	2	0	-92	-2	18
- CN(C(=O)CO/N=C/c1ccc(Cl)cc1)c1ccccc1
    0.4	-2	14	8	2	10	-3	-2
- Cc1cc(-c2ccccc2)cc(C)n1
    0.1	2	5	1	-1	-5	nt	11
- COc1ccccc1NC(=O)CSc1nnc(NC(=O)C2CC2)s1
    0.4	-7	11	1	-1	-4	-1	-3
- CCC(CC)C(=O)c1c[nH]c(C(=O)NCc2ccccn2)c1
    -0.1	6	4	-6	0	21	-1	-4
- CCCNC(=O)N[C@@H]1C=C[C@H](CC(=O)N2CCN(C)CC2)O[C@H]1CO
    0.0	12	9	2	-1	-18	3	3
- Cc1cc(=O)c2c([nH]1)c(C)cc1[nH]c(C)c(C)c12
    0.1	3	-2	-12	2	4	-8	1
- Cc1ccc(S(=O)(=O)Nc2ccc3ccccc3c2)cc1
    -0.1	3	0	3	0	-5	nt	-4
- Cc1ccc(/C=C/C(=O)NC(C)c2ccccc2)cc1 (stereo unspecified)
    0.6	nt	nt	-6	nt	nt	0	1
- C[C@H](Cc1ccccc1)Nc1ncnc2c1ncn2[C@@H]1O[C@H](CO)[C@@H](O)[C@H]1O
    -0.1	-1	6	0	-1	-21	3	1
- O=C1c2ccccc2C(Nc2ccc3nc(-c4cccnc4)[nH]c3c2)N1Cc1ccco1 (stereo unspecified)
    -0.1	-1	16	8	1	23	-9	-4
- Cc1sc2ncnc(SCC(=O)N3CCCC(C(N)=O)C3)c2c1C (stereo unspecified)
    0.0	0	24	4	-2	-10	-1	-4
- COc1ccc(S(=O)(=O)c2c(O)c3ccc(C(=O)Nc4cccc(F)c4)cc3[nH]c2=O)cc1
    0.0	5	8	0	1	2	0	-4
- Cn1cc(/C=N/NC(=O)c2ccccc2O)c2ccccc21
    0.0	-3	-6	2	0	-32	6	-2
- CN(Cc1nc(CCc2ccccc2)no1)Cc1cccs1
    40*	-14	0	-1	0	-7	6	-9
- O=C1CCC/C(=N\NC(=O)c2ccc(COc3ccccc3-c3ccccc3)cc2)C1
    0.0	nt	-16	nt	2	-3	nt	3

# Three of the entries above in order of their number in S100A4 inh HTS, falling.
Structure	S100A4 inh HTS
O=C1CCC/C(=N\NC(=O)c2ccc(COc3ccccc3-c3ccccc3)cc2)C1	3
C[C@H](Cc1ccccc1)Nc1ncnc2c1ncn2[C@@H]1O[C@H](CO)[C@@H](O)[C@H]1O	1
COc1ccc(S(=O)(=O)c2c(O)c3ccc(C(=O)Nc4cccc(F)c4)cc3[nH]c2=O)cc1	-4

# The list continues.
# Order of results – Xi reactivation	PGC1a acetyl inh	Statin myotox sup	ERAP1 inh	Cneo AK release	LGR2 inh	SIRT5 block	S100A4 inh HTS
- COc1cccc(C#Cc2ccc([C@H]3[C@H](CO)N4C(=O)CN(C(=O)c5ccncc5)C[C@@H]34)cc2)c1
    0.2	4	nt	1	nt	7	-8	-14
- CN1C(=O)c2cc(NC(=O)c3cccc(F)c3)ccc2OC[C@H]2O[C@@H](CC(=O)O)CC[C@@H]21
    -0.1	7	0	nt	-6	-10	nt	nt
- O=C(C1CCCCC1)N1CC2(C1)[C@H](c1ccccc1)[C@@H](CO)N2C(=O)c1cccnc1
    0.1	-2	nt	4	nt	-6	0	-7
- COc1ccc(NC(=O)N(C)C[C@@H]2Oc3ncc(C#C[C@H](C)O)cc3C(=O)N([C@H](C)CO)C[C@@H]2C)cc1
    0.6	0	9	2	-2	9	-5	-37
- O=C(Nc1cccc(Cl)c1)c1ccc2c(c1)SC1=NS(=O)(=O)CCN12
    0.0	nt	nt	1	nt	11	1	10
- COc1ccc(C#Cc2ccc([C@@H]3[C@@H](CO)N4CCCCN(Cc5ccncc5)C[C@@H]34)cc2)cc1
    0.0	9	10	-1	41	-18	1	-12
- Cc1ccc(S(=O)(=O)N(C)C[C@@H]2Oc3cc(Br)ccc3S(=O)(=O)N([C@@H](C)CO)C[C@@H]2C)cc1
    0.1	1	21	1	2	2	7	26
- CCOc1ccc(NC(=O)CNc2cccc(S(=O)(=O)N3CCCCCC3)c2)cc1OCC
    -0.1	nt	0	1	-2	2	-3	-9
- C[C@H]1CN([C@@H](C)CO)C(=O)Cc2cc(NS(=O)(=O)c3ccc(F)cc3)ccc2O[C@@H]1CN(C)Cc1ccc(-c2ccccc2)cc1
    -1.0	0	46	nt	nt	-8	nt	nt
- Cc1ccc(S(=O)(=O)N2C[C@@H](O)COC[C@H]3O[C@@H](CC(=O)NCc4ccc5c(c4)OCO5)CC[C@@H]32)cc1
    0.3	-9	19	0	0	-2	5	-9
- C[C@H](CO)N1C[C@H](C)[C@@H](CN(C)Cc2ccc(Oc3ccccc3)cc2)Oc2c(NC(=O)Nc3ccc4c(c3)OCO4)cccc2C1=O
    0.1	20	52	0	0	13	3	-20
- O=C(N1CCN(S(=O)(=O)c2ccc(Cl)cc2)CC1)n1ccnc1
    -0.1	-1	-3	0	0	-5	-1	-3
- COc1cccc2c1C(CO)N1C(C#N)C3CC(C(=O)O)C(C1C2)N3C (stereo unspecified)
    nt	66*	-73	-3	0	92*	0	3
- O=c1[nH]c2ccccc2cc1CN(Cc1ccco1)S(=O)(=O)c1ccc(F)cc1
    0.3	7	21	-2	-1	12	0	-12
- CN(C1CCCCC1)S(=O)(=O)c1ccc2c(c1)c(=O)c(C(=O)NCCCN1CCCC1)cn2C
    0.1	nt	7	-2	1	-16	nt	-22
- O=C(c1cc(S(=O)(=O)N2CCOCC2)c(Cl)cc1Cl)N1CCCC1
    0.0	nt	-4	3	-1	12	0	-4
- CCC(C)C(=O)Nc1ccc(S(=O)(=O)N2CCCC2)cc1 (stereo unspecified)
    0.1	1	-18	3	1	-3	nt	4
- CCNC(=O)[C@H]1[C@H](CO)[C@H]2Cn3c(ccc(-c4cccc(F)c4)c3=O)[C@H]2N1C(=O)Cc1cccnc1
    0.2	nt	1	1	-1	12	-17	-2
- CC=Cc1ccc2n(c1=O)C[C@H]1[C@H](CO)[C@@H](C(=O)N3CCc4ccccc4C3)[C@@H]2N1Cc1ccncc1 (mixture of isomers)
    0.0	-6	-27	-2	-2	-20	-16	11
- Cc1ccc(OC(C)C(=O)Nc2ccncc2)cc1 (stereo unspecified)
    -0.1	2	3	-1	0	6	1	-7
